Compound activity deposited in PubChem by several laboratories.
IDE act – human IDE activators in live cells, primary screen, fluorescence polarization, HEK cells, FAbeta-B substrate. Insulin-degrading enzyme (Homo sapiens), P14735. FAbeta-B cleavage; 0% vehicle, 100% cell-free pure enzyme wells. activation, % at 5.96 µM. 0.073% of 340,000 active. AID 493087, 2011;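 active = activation above the mean of all tested compounds plus 3 SD, set per screening campaign, cut at about 17% in these data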
Target sequence (P14735 whole entry, looked up): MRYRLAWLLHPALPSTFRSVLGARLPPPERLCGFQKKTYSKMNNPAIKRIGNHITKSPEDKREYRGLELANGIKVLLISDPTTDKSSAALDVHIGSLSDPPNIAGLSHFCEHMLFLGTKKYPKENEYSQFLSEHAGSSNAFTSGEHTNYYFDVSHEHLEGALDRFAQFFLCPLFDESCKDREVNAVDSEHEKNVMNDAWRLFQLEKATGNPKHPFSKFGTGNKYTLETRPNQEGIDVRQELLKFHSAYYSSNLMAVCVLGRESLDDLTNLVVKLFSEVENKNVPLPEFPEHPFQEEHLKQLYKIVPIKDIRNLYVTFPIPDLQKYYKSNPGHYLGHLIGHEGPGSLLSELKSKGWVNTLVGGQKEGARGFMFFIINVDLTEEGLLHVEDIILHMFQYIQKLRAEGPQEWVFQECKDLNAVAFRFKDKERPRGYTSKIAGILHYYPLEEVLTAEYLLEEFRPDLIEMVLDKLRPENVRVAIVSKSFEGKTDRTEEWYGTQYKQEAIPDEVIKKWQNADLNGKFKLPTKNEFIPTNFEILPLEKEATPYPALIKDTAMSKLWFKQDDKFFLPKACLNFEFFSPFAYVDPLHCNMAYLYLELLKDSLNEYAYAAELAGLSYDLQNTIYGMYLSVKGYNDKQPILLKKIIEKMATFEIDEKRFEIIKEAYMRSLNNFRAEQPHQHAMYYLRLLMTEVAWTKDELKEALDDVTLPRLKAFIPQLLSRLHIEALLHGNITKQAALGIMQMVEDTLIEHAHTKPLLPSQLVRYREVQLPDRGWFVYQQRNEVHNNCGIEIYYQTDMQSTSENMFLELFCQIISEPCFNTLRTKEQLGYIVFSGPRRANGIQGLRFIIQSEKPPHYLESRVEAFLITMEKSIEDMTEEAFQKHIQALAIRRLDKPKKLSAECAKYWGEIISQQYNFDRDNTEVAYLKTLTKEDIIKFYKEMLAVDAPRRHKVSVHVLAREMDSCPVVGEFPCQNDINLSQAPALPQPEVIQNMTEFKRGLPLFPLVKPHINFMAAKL
pCIP destab – p/CIP-EGFP fusion destabilizers, primary screen, fluorescence, F442A cells. 16 h. decrease of EGFP signal, % at 10 µM. 0.01% of 290,000 active;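 active = EGFP signal decrease of at least 30% at 10 µM or well 3 SD below plate mean, unless failing retest; inactive = the rest, including hits failing retest or dose response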; also: some compounds called inactive have numbers as strong as hits; many of its hits are not listed in these tables
IDE cell inh – human IDE inhibitors in live cells, primary screen, fluorescence polarization, HEK cells, FAbetaB substrate; inhibition, % at 5.59 µM; FAbetaB cleavage; 0.41% of 320,000 active; Insulin-degrading enzyme (Homo sapiens), P14735; AID 434962, 2010;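 active = percent inhibition above the average of all tested compounds plus 3 SD, set per screening campaign, cut at about 16% in these data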;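 also: IDE supplied by intact live HEK cells; FP after avidin binding of uncleaved biotin substrate so inhibition keeps polarization high; 0% = DMSO wells and 100% = 60 µM reference IDE inhibitor Ii1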
VIM-2 inh – VIM-2 metallo-beta-lactamase inhibitors, primary screen, biochemical, epi-absorbance readout, Pseudomonas aeruginosa enzyme | inhibition, % at 5.6 µM | 0.89% of 290,000 active | purified VIM-2, nitrocefin hydrolysis, epi-absorbance fluorescence;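 active = inhibition above the mean of all tested compounds plus 3 SD, cutoff set per screening run, cut at about 7.5% in these data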;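 also: red hydrolysis product quenches plate fluorescence so inhibitors raise well fluorescence; 0% = enzyme with DMSO and 100% = DMSO without enzyme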
CRFR2-BP antag – antagonists of CRF-BP/CRF-R2 complex, primary screen, cell-based, HEK293, calcium dye fluorescence, uHTS; AID 588475, 2011; 0.59% of 350,000 active; CRF-induced calcium fluorescence; inhibition, % at 11.8 µM;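 active = inhibition of the ligand-induced calcium signal above about 50% at the single tested concentration, limit read from the data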
IMP-1 inh – IMP-1 metallo-beta-lactamase inhibitors, primary screen, biochemical, epi-absorbance readout, Pseudomonas aeruginosa enzyme | metallo-beta-lactamase IMP-1 (Pseudomonas aeruginosa) | purified IMP-1, nitrocefin hydrolysis, epi-absorbance fluorescence | inhibition, % at 5.6 µM | 0.45% of 290,000 active;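 active = inhibition above the mean plus 3 SD of all compounds in the same screening run, cut at about 4.5% in these data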;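 also: 0% = IMP-1 with DMSO and 100% = DMSO wells lacking enzyme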
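Assay system: purified IMP-1; Quantity: IMP-1 0.2 nM before substrate addition; Medium: HEPES buffer pH 7.1 with ZnSO4 and Brij 35; Incubation: 15 min enzyme–compound preincubation, then 25 min nitrocefin reaction, 25 °C; Signal: fluorescence quenching readout, ex 480/em 530 nm; Controls: DMSO with and without IMP-1; Repeats: singlicate testing.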
UBC9 SUMO inh – inhibitors of in vitro SUMOylation cascade, primary screen, biochemical, HTRF, uHTS; AID 2006, 2009; HTRF SUMOylation assay, SAE1/SAE2 + UBC9; 0.36% of 290,000 active; inhibition, % at 35 µM; in the data active = inhibition above about 50%, passing the limit was not always enough; also: strong numbers were not always called active
NS3 helicase inh – inhibitors of HCV NS3 helicase, primary screen, biochemical, Cy5 molecular beacon fluorescence; NS3 helicase DNA unwinding; inhibition, % at 10.9 µM; 0.56% of 290,000 active; AID 1800, 2009;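 active = inhibition above the mean of all tested compounds plus 3 SD, set per campaign, cut at about 35% in these data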;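 also: 0% = DMSO wells and 100% = thioflavine S control wells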
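System: HCV NS3 helicase fragment; control set: DMSO and thioflavine S; technique: Cy5 fluorescence at 0 and 60 min, beacon hairpin quenching; reagent: beacon DNA duplex substrate plus ATP; replicates: singlicate; schedule: 1 h reaction at 25 °C, ATP-initiated; medium: MOPS buffer pH 6.5 with MgCl2, DTT, Tween20, BSA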
GalR3 antag – GalR3 antagonists in HEK293 cells, primary screen, cell-based, fluorescence readout; inhibition, % at 3 µM; HEK293 GalR3-CNG cAMP membrane potential fluorescence; galR3 body fused to GalR1 C-terminus; Galanin receptor type 3 (Homo sapiens), O60755; 0.44% of 360,000 active;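 active = inhibition above the screen-wide average plus 3 SD, cut at about 13% in these data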;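 also: forskolin and galanin both at EC90 stimulate the cells; cAMP rise reported by CNG channel membrane potential dye signal; 0% = forskolin plus galanin with DMSO and 100% = forskolin alone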
Active calls of the source: *; . = not tested or not shown.

SMILES	IDE act	pCIP destab	IDE cell inh	VIM-2 inh	CRFR2-BP antag	IMP-1 inh	UBC9 SUMO inh	NS3 helicase inh	GalR3 antag
Cc1ccc(Cn2c(SCC(=O)Nc3cc(C)on3)nc3ccccc3c2=O)cc1	2.5	3.8	4.9	-1.6	-12.1	-1.7	2.2	11.8	-2.9
O=c1c2c(-c3cccs3)csc2ncn1-n1cccc1	3.9	-15.3	-1.5	0.2	14.8	1.6	3.5	11.1	-4.4
Cc1nc(-c2cccc(NC(=O)c3cccs3)c2)cs1	4.1	10.7	-2.5	-2.7	-21.1	-1.9	7.7	-3.1	-3.7
O=C(NCc1ccco1)C1CCN(S(=O)(=O)N2CCOCC2)CC1	4.0	-1.7	-3.2	-1.7	9.7	-0.3	6.1	0.7	-6.1
CCC1COCCS(=O)(=O)N1Cc1ccccc1F (stereo unspecified)	-2.2	-0.7	-0.1	0.2	9.5	1.5	1.1	-9.1	0.6
O=C1C=C(N(CCO)Cc2ccccc2)c2ccccc2C1=O	-0.1	13.1	.	-2.1	19.5	-3.4	64.4*	-3.4	.
Cc1ccc(S(=O)(=O)NNC(=O)/C=C/c2cccc(F)c2)cc1	1.5	-6.5	3.0	-1.9	2.2	-1.3	13.5	-28.7	-9.3
COc1ccc(OC)c(NC(=O)CSc2nc(-c3ccccc3)cc(=O)[nH]2)c1	-4.5	10.7	0.1	0.8	4.3	0.3	-4.7	12.5	-1.2
CC1CCCCN1C(=O)CSc1nnc(-c2c[nH]c3ccccc23)o1 (stereo unspecified)	2.7	-3.6	-1.7	-4.3	-4.0	-4.4	1.3	2.9	-6.5
COc1ccc(OC)c(NC(=O)CSc2nnnn2C2CCCC2)c1	0.6	0.6	.	-0.7	2.7	-2.3	8.1	-7.1	-2.3
CCOc1ccccc1N1CCN(C(=O)Nc2ccc(Cl)c(Cl)c2)CC1	.	3.5	0.0	-1.7	.	-2.8	-12.8	4.5	.
CC1CCN(c2nc3ccccn3c(=O)c2C=O)CC1	-2.6	-1.9	3.2	0.0	-4.2	-1.7	4.5	-22.3	-6.5
Cc1ccc(C)c(CN2C(=O)NC3(CCCCCC3)C2=O)c1	5.9	-15.5	-0.7	1.2	-40.8	-1.7	20.2	-7.7	-11.1
CCOc1ccc2nc(NC(=O)CSc3ccccc3)sc2c1	0.4	-17.4	4.6	-8.4	21.1	-2.0	1.2	-3.7	1.3
CC/C(C)=N/NS(=O)(=O)c1ccc(C)c([N+](=O)[O-])c1	1.2	3.6	2.5	0.5	-3.6	-1.4	19.7	-0.9	-3.1
CCCNC(=O)c1ccc(N2CCC3(CC2)CC(c2ccccc2)=NO3)c([N+](=O)[O-])c1	-0.3	-10.3	0.0	-0.2	12.0	-4.0	-7.2	-5.2	-4.9
COCCNC(=O)CN(C(=O)Cn1nnc2ccccc21)c1cc(C)cc(C)c1	-3.8	-0.1	-4.7	-1.7	5.3	-0.8	15.2	-2.5	-7.5
CCNC(=O)CC1SC(=Nc2cccc3ccccc23)N(C)C1=O (stereo unspecified)	0.5	3.0	0.7	-3.2	-8.6	-3.1	-4.2	4.2	-4.9
CC(C)(CNS(=O)(=O)c1ccc(Cl)cc1)N1CCCCC1	-1.1	-10.1	7.9	-0.9	4.7	-1.7	19.1	5.5	-5.6
CCOCCCN(C(=O)c1snc(C(N)=O)c1N)C(C(=O)NC1CCCC1)c1ccc(O)c(OC)c1 (stereo unspecified)	4.1	1.9	0.6	-0.2	-2.7	-2.2	-12.1	10.3	-8.1
CNC(=O)c1ccc2nc(NC(C)=O)sc2c1	1.9	-6.3	4.7	-0.3	15.1	-1.1	-2.9	3.8	-2.7
O=C(NCC(c1ccco1)N1CCCC1)c1ccc(-n2cccn2)cc1 (stereo unspecified)	7.0	.	3.2	.	-5.2	.	.	.	-0.1
CCO[C@H]1OC(C(=O)O)=C[C@@H](c2cn(C(C)=O)c3ccccc23)[C@@H]1CCCO	3.4	.	3.1	.	-33.5	.	.	.	-3.4
COc1ccc(OC)c(C(=O)CSc2nnc(-c3cccnc3)n2C)c1	-2.0	-12.0	3.5	-0.8	-9.3	-3.5	16.3	1.8	0.8
O=C(NC1CCCc2ccccc21)C1CCCC1 (stereo unspecified)	3.0	-5.7	-1.7	-1.5	5.2	-3.1	4.5	5.9	-10.0
Cc1ccc(-c2nn(-c3ccccc3)cc2C(=O)Nc2cccc(S(=O)(=O)N3CCOCC3)c2)cc1	4.9	-5.8	1.4	-2.8	-5.8	-3.5	4.6	21.0	-3.4
CCOC(=O)C1CCCN(c2c(N3CCc4ccccc4C3)c(=O)c2=O)C1 (stereo unspecified)	.	-1.8	.	1.2	.	-3.5	17.2	5.5	.
Cc1c(C)c2ccc(OCC(=O)N3CCC(C(=O)O)CC3)cc2oc1=O	0.6	1.6	1.4	-1.5	6.0	-2.0	13.2	28.4	-8.4
Cc1cc(Cl)ccc1NC(=S)NCCC(c1ccccc1)c1ccccc1	-0.3	-9.9	-1.6	-3.9	11.8	-1.4	-10.3	-2.5	-3.4
CCCCP(=O)(c1ccccn1)c1ccccn1	4.9	-1.4	.	-1.1	3.8	-1.0	37.0	2.2	-5.8

Entries listed above marked active in UBC9 SUMO inh:
SMILES	IDE act	pCIP destab	IDE cell inh	VIM-2 inh	CRFR2-BP antag	IMP-1 inh	UBC9 SUMO inh	NS3 helicase inh	GalR3 antag
O=C1C=C(N(CCO)Cc2ccccc2)c2ccccc2C1=O	-0.1	13.1	.	-2.1	19.5	-3.4	64.4*	-3.4	.

(listing goes on)
SMILES	IDE act	pCIP destab	IDE cell inh	VIM-2 inh	CRFR2-BP antag	IMP-1 inh	UBC9 SUMO inh	NS3 helicase inh	GalR3 antag
O=C(COC(=O)c1cc(=O)c2ccccc2o1)Nc1ccccc1F	7.4	.	8.0	.	7.8	.	.	.	-2.6
O=C(COc1ccc(/C=N/NC(=O)c2ccncc2)cc1)Nc1cccc([N+](=O)[O-])c1	1.1	-16.2	0.9	-0.4	20.5	-0.6	6.5	-5.7	-9.8
O=C1C2CCCCC2C(=O)N1Cc1ccccc1 (stereo unspecified)	-4.7	-7.1	0.2	-3.0	12.1	-0.6	9.7	8.8	-1.9
O=C(Nc1nnc(-c2ccccc2F)s1)C1CCN(S(=O)(=O)c2ccc(Cl)cc2)CC1	-1.7	-2.0	7.3	-0.6	-20.7	-0.6	-7.0	-11.2	-0.9
O/N=C/c1cc(Br)cc(Br)c1OCc1ccccc1	0.2	-5.3	4.5	-0.9	-19.5	-4.1	-12.0	-2.0	-1.6
CCC(C)NCCOCCOc1ccc(C)cc1OC (stereo unspecified)	7.1	-2.6	3.4	-6.3	9.3	-2.3	7.4	2.8	0.3
COc1ccc(OC)c(Nc2cc(C(=O)NCCCN3CCOCC3)c3ccccc3n2)c1	0.7	8.3	2.7	-1.4	-14.2	-5.8	-15.4	-48.7	-2.6
CCc1ccc(N=c2c([N+](=O)[O-])nn(-c3ccccc3)n2O)cc1	6.7	-18.3	-2.1	-1.6	-31.3	0.8	-2.0	1.4	.
C/C(CCCO)=N/Nc1ccc([N+](=O)[O-])cc1[N+](=O)[O-]	1.1	-5.7	9.1	-2.3	20.0	-0.8	-2.7	7.0	-4.0
O=C(COC(=O)C1CCN(c2ccc(C(F)(F)F)cn2)CC1)NCCc1ccccc1	-11.9	.	3.8	.	3.5	.	.	.	-4.9

Given with values under each structure: 3 of the compounds above.
The line under a structure holds: IDE act	pCIP destab	IDE cell inh	VIM-2 inh	CRFR2-BP antag	IMP-1 inh	UBC9 SUMO inh	NS3 helicase inh	GalR3 antag
O=C(Nc1nnc(-c2ccccc2F)s1)C1CCN(S(=O)(=O)c2ccc(Cl)cc2)CC1
    -1.7	-2.0	7.3	-0.6	-20.7	-0.6	-7.0	-11.2	-0.9
O=C1C2CCCCC2C(=O)N1Cc1ccccc1 (stereo unspecified)
    -4.7	-7.1	0.2	-3.0	12.1	-0.6	9.7	8.8	-1.9
O=C(COC(=O)c1cc(=O)c2ccccc2o1)Nc1ccccc1F
    7.4	.	8.0	.	7.8	.	.	.	-2.6

Continued.
SMILES	IDE act	pCIP destab	IDE cell inh	VIM-2 inh	CRFR2-BP antag	IMP-1 inh	UBC9 SUMO inh	NS3 helicase inh	GalR3 antag
COC(=O)COc1cccc(NC(=O)c2ccc(Cl)cc2)c1	5.2	0.1	0.4	0.0	-3.2	-1.7	11.0	-7.0	-0.7
Cc1ccc(OCC(=O)NS(=O)(=O)c2ccccc2)cc1	2.4	3.1	1.9	-2.7	-5.0	-3.0	22.0	-3.8	-2.7
COc1ccccc1CN(C)CC(=O)Nc1ccc(Cl)cc1F	-1.7	-9.3	-1.1	-2.2	-12.6	-2.8	-6.7	-1.6	-5.7
Cc1ccc(C)c(-n2c(-c3ccncc3)n[nH]c2=S)c1	8.9	5.0	5.9	-2.5	-3.2	-4.0	18.0	1.4	-1.0
CC(=O)c1nnn(-c2cccc(C#N)c2)c1C	0.2	1.9	2.3	-0.2	4.9	-0.7	1.9	5.6	-0.2
O=C(COc1ccccc1)Nc1nnc(-c2ccccc2Cl)o1	-4.2	-17.5	-2.5	-5.0	1.2	-3.0	10.0	25.6	-0.9
O=C(NCCc1ccc(F)cc1)N1CCOCC1	-0.8	0.1	-0.9	-1.2	4.5	-2.0	-21.7	-4.2	-4.5
COc1cc(NC(=O)C2CCCN2C(=O)OCc2ccccc2)cc(OC)c1 (stereo unspecified)	4.2	-1.3	0.5	-4.7	7.0	-3.9	-9.2	-2.7	-2.7
Brc1ccc(CSc2ccc3nnc(-c4cccnc4)n3n2)cc1	-7.8	-9.5	3.6	1.7	0.4	-2.3	16.0	-10.1	-4.9
CC(=O)Nc1ccc(-c2csc(NC(=O)CN3C(=O)NC4(CCCC4)C3=O)n2)cc1	5.0	.	0.8	.	18.8	.	.	.	-1.9
Cc1nc2cc(N3CCOCC3)c(NC(=O)C3CC3)cc2c(=O)n1Cc1ccccc1	3.3	-11.2	-3.2	-1.9	-2.5	-3.6	33.6	2.1	0.6
Cc1cc(NC(=O)Cn2nc(-c3ccccc3F)ccc2=O)ccc1-n1cnnn1	4.3	-7.2	1.8	-0.9	11.0	-1.2	-0.4	-3.7	-6.0
Nc1nc(SCc2ccc(Cl)c(Cl)c2)n[nH]1	-1.0	-13.3	6.7	-2.5	35.1	-1.9	-1.7	-6.7	-2.4
CCOC(=O)[C@H]1[C@H]2COc3ccccc3[C@@H]2N2C(=O)CN(Cc3ccc(C)cc3)C(=O)[C@@]12C	2.0	.	3.9	.	-2.1	.	.	.	-4.3
CCCCC(NC(=O)Cc1c(C)c2cc3c(-c4ccccc4)coc3c(C)c2oc1=O)C(=O)O (stereo unspecified)	-2.7	-8.6	-0.8	8.5*	25.4	-3.8	9.0	-6.7	-10.1
